Growth percent in the NCI-60 one-dose screen (48 h, 10 µM unless noted): 100 = growth as untreated, 0 = no growth, -100 = all killed.
DU-145: DU-145 prostate cancer; 81,000 compounds, 4.2% hits; AID 1794760
OVCAR-8: OVCAR-8 ovarian cancer; 81,000 compounds, 4.4% hits
OVCAR-5: OVCAR-5 ovarian cancer; 82,000 compounds, 2.9% hits; AID 1794783
OVCAR-4: OVCAR-4 ovarian cancer cells | 80,000 compounds, 3.7% hits | AID 1794784
OVCAR-3: OVCAR-3 ovarian cancer; 79,000 compounds, 7% hits; AID 1794787
KM12: KM12 colon cancer cells | 82,000 compounds, 5% hits
PC-3: PC-3 prostate cancer cells | 80,000 compounds, 3.9% hits | AID 1794754
SW-620: SW-620 colon cancer | 82,000 compounds, 5.2% hits
HCC-2998: HCC-2998 colon cancer; 79,000 compounds, 4.7% hits
* marks the source's active call; other numbers are inactive results; / = no result given; & = joins results of further samples. How the source made its calls: active means growth percent below 10; inactive means the rest. Outcome played no part in choosing rows. About 10% of those tested had a hit in this group.

SMILES | DU-145 | OVCAR-8 | OVCAR-5 | OVCAR-4 | OVCAR-3 | KM12 | PC-3 | SW-620 | HCC-2998
S=c1cc(-c2ccccc2)[nH]c2ccccc12 | 106.1 | 100.8 | 95.1 | 97.5 | 112.7 | 104.4 | 98.2 | 102.5 | 104.5
CN1C(=O)c2cccn2Cc2ccccc21 | 110.2 | 104.9 | 105.7 | 108.5 | 108.1 | 103.1 | 100.9 | 111.2 | 103.0
CCOC(=O)c1c(NC(=S)Nc2ccc([N+](=O)[O-])cc2)nn(C)c1Nc1ccccc1 | 95.9 | 97.3 | 97.9 | 61.2 | / | 95.9 | 88.4 | 87.6 | 107.8
CN(N=O)C(=O)NC(C=O)C(O)C(O)C(O)CO (stereo not drawn) | 117.1 | 93.6 | 98.7 | 109.4 | 110.7 | 111.7 | 93.9 | 100.1 | 104.6
Cn1cnc2c(=O)[nH]c(=O)[nH]c21 | 113.4 | 102.0 | 101.8 | 115.2 | 108.3 | 102.6 | 99.3 | 100.0 | 105.5
O=C1[C@@H](Cl)C2(C(=O)Nc3ccccc32)N1c1ccccc1 (stereo partly drawn) | 110.4 | 99.3 | 92.6 | 101.1 | 95.6 | 98.5 | 83.1 | 88.6 | 93.1
O=C(OCOC(=O)c1cccc2ccccc12)c1cccc2ccccc12 | 102.9 | 102.4 | 89.1 | 109.2 | 98.6 | 94.2 | 95.9 | 95.0 | 113.8
O=C1C(c2c[nH]c3ccc(Br)cc23)=C(c2coc3ccc(F)cc23)C(=O)N1O | 114.1 | 99.9 | 102.6 | 90.8 | 98.3 | 88.7 | 74.8 | 86.2 | 107.4
Cc1ccc(-c2nc(C#N)c(NCCCN)o2)cc1 | 101.2 | 101.3 | 98.7 | 101.0 | 106.7 | 100.3 | 96.4 | 89.0 | 106.4
COC(=O)c1cc([N+](=O)[O-])c(C)c(C)n1 | 124.8 | 101.7 | 100.7 | 92.2 | 109.4 | 110.7 | 93.7 | 109.0 | 109.7
Ic1ccc(OCCCCn2ccnc2)cc1 | 81.2 | 95.5 | 64.4 | 44.7 | 39.2 | 97.6 | 48.6 | 58.1 | 68.1
CC[C@H](C)[C@H](NC(=O)[C@@H](N)CCC(N)=O)C(=O)N[C@@H](Cc1ccc(O)cc1)C(=O)N[C@@H](CCCCN)C(=O)N[C@@H](CCCCN)C(=O)N[C@@H](Cc1ccc(O)cc1)C(=O)N[C@@H](CCCNC(=N)N)C(=O)N[C@H](C(=O)N[C@@H](Cc1c[nH]c2ccccc12)C(=O)N[C@@H](Cc1ccc(O)cc1)C(=O)N[C@@H](CCCNC(=N)N)C(=O)N[C@@H](CCCCN)C(=O)N[C@@H](C)C(=O)N[C@@H](Cc1c[nH]c2ccccc12)C(=O)N[C@@H](CCCCN)C(=O)N[C@H](C(=O)N[C@@H](CC(C)C)C(=O)NCC(=O)N[C@@H](CCCCN)C(=O)N[C@H](C(N)=O)C(C)C)C(C)C)[C@@H](C)O | 6.0* | 13.0 | 56.6 | 73.5 | -1.5* | -33.0* | -37.0* | 47.2 | 87.5
CC(C)CC(=O)CC(=O)c1ccco1 | 106.0 | 96.0 | 103.5 | 98.3 | 108.3 | 106.5 | 90.4 | 103.5 | 131.7
Cc1nc(=S)c2ccccc2[nH]1 | 108.8 | 97.0 | 98.9 | 89.6 | 102.1 | 104.6 | 84.2 | 102.4 | 106.3
Cc1cc(CSc2ccccc2C(=O)NCCNc2ccc(C(F)(F)F)cc2[N+](=O)[O-])on1 | 91.2 | 89.1 | 78.0 | 54.8 | 78.3 | 81.9 | 65.2 | 93.4 | 93.9
C[C@]12CC[C@H](O)C[C@@H]1CC[C@@H]1[C@@H]2CC[C@]2(C)OCCC[C@@H]12 | 119.0 | 103.3 | 103.0 | 99.4 | 103.8 | 111.2 | 100.4 | 107.1 | 104.3
COc1cccc(/C=C/C(=O)/C=C(O)/C=C/c2cccc(OC)c2OC)c1OC | 94.7 | 97.5 | 107.8 | 76.4 | 100.6 | 99.8 | 99.8 | 109.7 | 132.7
CC(C)C(=O)c1ccc(Cl)s1 | 106.4 | 101.5 | 104.6 | 90.5 | 106.2 | 100.5 | 103.3 | 107.0 | 99.7
Nc1ccc2cc(S(=O)(=O)O)ccc2c1 | 107.5&109.7 | 104.5&107.1 | 84.4&93.9 | 106.0&106.9 | 107.5&121.6 | 103.2&108.8 | 86.8&88.4 | 102.6&98.3 | 101.3&105.7
CCCCC1CCc2cccc3c(SCC(=O)N(C)c4ccc(Oc5ccccc5)cc4)cc[n+]1c23 (stereo not drawn) | 112.2 | 103.7 | 112.3 | 93.9 | 95.7 | 108.7 | 102.2 | 108.2 | 109.2
Cc1c(C(=O)Nc2nc3ccccc3s2)cnn1-c1c(F)cccc1Br | 84.9 | 82.0 | 93.1 | 47.5 | 74.2 | 69.7 | 42.1 | 91.4 | 94.4
CC1(C)CC(=O)C2=C(C1)N(c1ccc(OC(F)(F)F)cc1)C(N)=C(C#N)C2c1ccccc1Br (stereo not drawn) | 92.9 | 58.2 | 93.7 | 79.3 | 70.2 | 48.2 | 45.2 | 37.8 | 72.9
Clc1ccc(-c2nnc(Cn3cc(-c4ccccc4)nn3)o2)cc1 | 105.6 | 94.8 | 96.5 | 97.4 | 105.1 | 97.2 | 95.9 | 93.3 | 108.7
C/C=C/C(=O)OCCCCCCCCCCCC | 117.9 | 90.5 | 99.2 | 113.4 | 106.1 | 105.4 | 100.9 | 111.2 | 130.1
CC(=O)Oc1ccccc1Cl | 107.0 | 101.0 | 111.7 | 100.2 | 107.4 | 99.6 | 101.0 | 103.4 | 113.4
N#Cc1ccc(NC(=O)NCCCl)cc1 | 110.5 | 100.6 | 98.8 | 101.6 | 117.4 | 123.5 | 88.9 | 104.4 | 102.4
C/C(=N\C(N)=S)c1nc2ccccc2n1CCBr | 121.6 | 107.1 | 99.9 | 108.6 | 120.6 | 115.8 | / | 112.6 | 102.2
CC1C(=O)N(c2ccccc2)C1c1ccccc1 (stereo not drawn) | 103.6 | 100.7 | 103.9 | 89.3 | 111.4 | 102.1 | 108.5 | / | 108.7
NC(CSSCC(NC(=O)c1ccccc1)C(=O)O)C(=O)O (stereo not drawn) | 108.6&110.5 | 100.0&106.0 | 89.5&96.4 | 106.3&101.5 | 105.8&105.8 | 101.6&105.4 | 100.5&97.9 | 108.1&104.9 | 99.5&109.1
CC(=O)Nc1ccc2oc(C(=O)c3ccccc3)c(C)c2c1 | 101.9 | 98.3 | 99.8 | / | 101.0 | 98.9 | 91.7 | 106.1 | 105.0
N#CC(NCc1cccc(CNC(C#N)c2ccccc2)c1)c1ccccc1 (stereo not drawn) | 106.0 | 97.5 | 77.0 | 92.4 | 105.0 | 102.2 | 87.1 | 92.0 | 108.5
C(=C(\C1=NCCN1)n1cnc2ccccc21)/c1cccc2ccccc12 | 98.1 | 95.8 | 81.4 | 93.3 | / | 42.5 | 78.6 | 102.1 | 92.9
O=C(CCn1cnc2c(cc(-c3ccccc3)n2-c2ccccc2)c1=O)Nc1ccc(Cl)cc1 | 119.5 | 108.9 | 88.9 | 99.1 | / | 101.2 | 85.4 | / | 91.4
CC1(C)CC(C)(C#N)CC2(C1)OCCO2 (stereo not drawn) | 113.0 | 101.4 | 111.3 | 105.8 | 112.8 | 104.2 | 99.4 | 100.2 | 98.1
COc1ccc2[nH]c(=O)cc(-n3nc(C#N)c(C#N)c3N)c2c1 | 113.1 | 93.9 | 114.3 | 102.0 | 125.0 | 111.8 | 89.3 | 102.7 | 122.7
O=C(N/N=C\c1ccc(Cl)cc1Cl)c1ccncc1 | 110.8 | 101.4 | 105.1 | 106.3 | 113.3 | 111.7 | 94.0 | 111.4 | /
Cn1c(=O)c2[nH]c(COc3ccccc3[N+](=O)[O-])nc2n(C)c1=O | 120.2 | 104.0 | 110.9 | 118.0 | 121.8 | 106.9 | 105.3 | 107.7 | 104.7
O=C(O)C(=O)Nc1ncn[nH]1 | 110.8 | 101.1 | 101.6 | 93.9 | 109.6 | 99.1 | 101.6 | 101.4 | /
CCCCCC1CCCCN1C(=O)OCC(C)C (stereo not drawn) | 109.9 | 96.2 | 105.5 | 102.7 | 110.6 | 96.4 | 103.8 | 108.1 | 213.5
CC(=O)CS(C)(=O)=O | 106.0 | 104.6 | 102.2 | 112.3 | 111.4 | 113.7 | 103.4 | 101.9 | 102.3

As a short view, four of the compounds above:
SMILES | DU-145 | OVCAR-8 | OVCAR-5 | OVCAR-4 | OVCAR-3 | KM12 | PC-3 | SW-620 | HCC-2998
Cn1c(=O)c2[nH]c(COc3ccccc3[N+](=O)[O-])nc2n(C)c1=O | 120.2 | 104.0 | 110.9 | 118.0 | 121.8 | 106.9 | 105.3 | 107.7 | 104.7
O=C(O)C(=O)Nc1ncn[nH]1 | 110.8 | 101.1 | 101.6 | 93.9 | 109.6 | 99.1 | 101.6 | 101.4 | /
CCCCCC1CCCCN1C(=O)OCC(C)C (stereo not drawn) | 109.9 | 96.2 | 105.5 | 102.7 | 110.6 | 96.4 | 103.8 | 108.1 | 213.5
CC(=O)CS(C)(=O)=O | 106.0 | 104.6 | 102.2 | 112.3 | 111.4 | 113.7 | 103.4 | 101.9 | 102.3

The listing picks up, repeating the 2 entries before the break.
SMILES | DU-145 | OVCAR-8 | OVCAR-5 | OVCAR-4 | OVCAR-3 | KM12 | PC-3 | SW-620 | HCC-2998
CCCCCC1CCCCN1C(=O)OCC(C)C (stereo not drawn) | 109.9 | 96.2 | 105.5 | 102.7 | 110.6 | 96.4 | 103.8 | 108.1 | 213.5
CC(=O)CS(C)(=O)=O | 106.0 | 104.6 | 102.2 | 112.3 | 111.4 | 113.7 | 103.4 | 101.9 | 102.3
CC1CCC2(CC1)SCC(=O)N2NC(=O)C1CC1 (stereo not drawn) | 113.7 | 113.0 | 105.0 | 107.8 | 118.4 | 112.8 | 100.9 | 110.9 | 111.2
Cc1ccc(Sc2nnc(/N=C3\C(=O)Nc4ccc(C)cc43)s2)cc1 | 95.5 | 93.1 | 98.0 | 103.0 | 102.8 | 64.6 | 92.1 | 91.3 | 103.1
CC(=O)OCC1CC2CC(O)C1C2 (stereo not drawn) | 112.6 | 96.0 | 103.5 | 105.5 | 120.9 | 104.9 | 101.8 | 97.7 | 102.5
COc1ccc(C(=O)C2C(c3ccc(OC)cc3)C3CCCN3C23C(=O)Nc2ccccc23)cc1 (stereo not drawn) | 102.9 | 93.6 | 99.2 | 83.5 | 102.3 | 93.8 | 73.0 | 96.2 | 100.5
Cc1sc2c(c1C)c(=O)nc1c(-c3nc(-c4ccc(F)cc4)no3)n[nH]n12 | 108.9 | 104.4 | 102.5 | 112.5 | 120.7 | 106.5 | 89.6 | 111.5 | 103.6
CC1=C(C(=O)c2ccccc2)C(c2ccc3c(c2)OCO3)NC(=S)N1 (stereo not drawn) | 78.7 | 46.7 | 72.5 | 82.3 | 12.9 | 20.0 | 61.5 | 24.2 | 62.2
N=c1c(S(=O)(=O)c2ccccc2)cc2c(=O)n3ccccc3nc2n1CC1CCCO1 (stereo not drawn) | 110.0 | 115.7 | 89.8 | 99.9 | 108.0 | 108.2 | 95.3 | 96.1 | 104.8
S=c1[nH]c2cc3ccccc3cc2[nH]1 | 106.1 | 94.2 | 95.0 | 75.1 | 88.2 | 101.3 | 93.1 | 92.6 | /
O=C1CSC(c2c(F)cccc2Cl)N1NC(=O)C(O)(c1ccccc1)c1ccccc1 (stereo not drawn) | 107.6 | 98.3 | 102.9 | 97.4 | 100.0 | 108.3 | 95.5 | 99.9 | /
N#Cc1c(N)n(C2OC(CO)C(O)C2O)c2ncnc(N)c12 (stereo not drawn) | -9.1* | -13.1* | -11.4* | 0.6* | -62.1* | -3.9* | -13.5* | -33.3* | -35.2*
COc1ccc(-c2ccc(-c3ccc(C(=N)N)cn3)o2)cc1Cl | 46.5 | 12.3 | 68.6 | 38.8 | -13.2* | 16.4 | 46.1 | -50.3* | 67.5
O=C(Nc1ccc2c(O)c(N=Nc3ccccc3)c(S(=O)(=O)O)cc2c1)Nc1ccc2c(O)c(N=Nc3ccccc3)c(S(=O)(=O)O)cc2c1 | 105.5 | 113.9 | 107.3 | 110.3 | 108.8 | 104.6 | 92.3 | 104.4 | 107.9
CN1CCN(CCCOc2ccc3nc(Nc4ccc(C(F)(F)F)c(Cl)c4)ccc3c2)CC1 | 20.1 | 31.3 | 22.4 | 41.7 | -11.8* | -14.3* | 8.4* | -70.4* | -71.1*
